Compound activity from PubChem BioAssay.
p53ts 39C kill – kills p53ts cells at the nonpermissive temperature | H1299-p53A138V viability at 39C, ATP luminescence, 24 h | Potency, µM (top dose mostly 46.1 µM), inactives show at the top dose activity change, negative = cell killing, usual class: cytotoxic | 1.5% of 130,000 active | AID 902; also: nearly all actives have a fitted effect of over 55% in size
p53ts 32C tox – kills p53ts cells at the permissive temperature | H1299-p53A138V at 32C, ATP luminescence viability, 24 h | Potency, µM (highest dose often 46.1 µM), for the others: top-dose activity change, negative = cytotoxicity, most hits filed as cytotoxic | 0.93% of 130,000 active | AID 924;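 also: 0% = DMSO and -100% = full killing by reference compound; nearly all actives have a fitted effect of over 55% in size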
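ATP-content luminescence (ATPlite) read-out after 24 h compound exposure at 32C in H1299-p53A138V cells (600/well). Tested up to 46 uM. Normalized to DMSO (0%) and 100 uM tamoxifen (100% killing); Hill-fit AC50.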
Imprint erasure – genomic imprint erasure induction. mouse ES Peg3-LacZ reporter, beta-gal luminescence, 40 h. Potency, µM (titrated, usually from 60.7 µM), for inactives: top-dose activity change, positive = activation, usual class: activators. AID 1948. 0.02% of 110,000 active;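 also: 0% = negative control wells on the plate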
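Imprint erasure is scored as LacZ activity from the silenced maternal Peg3 allele in feeder-free female ES cells cultured 40 h with LIF. Luminescence is normalized to in-plate negative controls and fitted to the Hill equation.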
IkB sig inh – suppresses IkB signaling in ABC-DLBCL reporter cells; ABC-DLBCL IkBa-CBG/CBR dual luciferase ratio, 4 h; response scale: scaled: untreated 0%, proteasome inhibitor 100%; Potency, µM (doses to about 57.1 µM), for inactives: at the highest dose IkBa stabilization activation; 0.04% of 110,000 active; AID 445; active = well fitted curve in the direction sought with a large enough effect in the signal ratio, not every such curve was filed as active; inconclusive = small, poorly fitted or top-dose-only effect, or a change in a side signal; the % refers to the signal ratio;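 also: the direction sought is a rising ratio; 0% = basal untreated cells and 100% = reference inhibitor full response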
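Luminescence ratio of IκBα-fused green versus native red beetle luciferase in OCI-Ly3 cells, 4 h post-doxycycline with compound; red signal alone, scaled from basal (0%) to zero light (-100%), flagged nonspecific or cytotoxic effects.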
An asterisk follows results filed as active; ? = inconclusive; / = not tested or not shown; & = joins results of further samples; [ ] = dose if it differs, or a comment. Unless noted, calls follow the shape of the dose curve; as a rule, active = well fitted curve in the direction sought with a large enough effect; inconclusive = small, poorly fitted or top-dose-only effect, or another doubt; inactive = no such curve, though single readings can be large; an effect the other way counts as inactive or inconclusive. Unless noted, % is scaled to controls: 0 for no effect and ±100 for the full control effect; potency is read from the fitted curve at half-maximal effect. Not a hit list; 1.7% or so of the library scored in one or more.

| SMILES | p53ts 39C kill | p53ts 32C tox | Imprint erasure | IkB sig inh |
| --- | --- | --- | --- | --- |
| COc1ccc(Oc2ncc3nc(C)c(=O)n(-c4ccc(OC)cc4)c3n2)cc1 | 11% | 7% | / | -1.3%[11.4 µM] |
| Cc1ccc(S(=O)(=O)c2ccc(Cl)cc2)cc1S(=O)(=O)N1CCOCC1 | 1% | -2% | -21% | 7.6% |
| COc1ccc(CN2CCC(CNC(=O)NC3CCCCC3)CC2)cc1 | -3% | -13% | -4% | -0.2% |
| O=C(Nc1ccc2c(c1)OCO2)c1cccc2c1C(=O)N(Cc1cccnc1)C2 | -13% | -17% | -20% | 0.5% |
| COC(=O)C1CC1C(NC(=O)[C@H]1CCCCN1)c1ccccc1 (stereo partly drawn) | 1% | 3% | -3% | / |
| CCCCCCNC(=O)CC(c1ccccc1)c1cc(Br)ccc1O (stereo not drawn) | ? | ? | / | / |
| COc1ccc(C(=O)/C=C/Nc2ccc(C)cn2)cc1OC | -7% | -29% | / | / |
| O=C(CCCCCn1c(=O)[nH]c2ccccc2c1=O)N1CCN(Cc2ccc3c(c2)OCO3)CC1 | -17% | 3% | -17% | ? |
| CN(C)CCCN1c2ccccc2Sc2ccc3ccccc3c21 | -1%[9.22 µM] | -3%[9.22 µM] | -17%[10.9 µM] | 1.1%[11.4 µM] |
| CCOC(=O)N1CCC(NC(=O)CCC(=O)N2CC(C)Oc3ccccc32)CC1 (stereo not drawn) | -7% | 22% | -12% | -0.1% |
| CCc1ccc(OCC(=O)Nc2ccc(Cl)c(-c3nc4cc(C)cc(C)c4o3)c2)cc1 | -16% | 3% | -10%[10.9 µM] | -1.4% |
| O=C(Nc1cccc(-c2cnc3ccccc3n2)c1)c1ccco1 | 8% | 2% | -21% | -3.7% |
| COc1ccccc1C(=O)Nn1c(C2CCC2)nc2ccccc2c1=O | -8% | -6% | -9% | 1.1% |
| COCc1nnc(NS(=O)(=O)c2ccccc2)s1 | -13% | -15% | / | 0.9% |
| CC(C[N+](C)(C)C)OC(N)=O (stereo not drawn) | -9% | 8% | 8%&-2% | / |
| CCC1Oc2ccccc2N(CC(=O)NCCCN2CCC(C)CC2)C1=O (stereo not drawn) | -2% | 2% | -34%[inhibitor] | -1.5% |
| CCOC(=O)N1CCN(CCC(=O)Nc2ccc(C)cc2)CC1 | 0% | 7% | / | / |
| Cc1ccc(-n2ncc3c(NCCc4ccccc4)ncnc32)cc1 | -3% | -7% | -5%[10.9 µM] | 3.8% |
| CCc1ccc(OCc2nnc(SCC(=O)N3CCN(c4ccccc4)CC3)o2)cc1 | 12% | 9% | / | / |
| Cc1oc2c(cc(NS(=O)(=O)c3ccc(C(C)C)cc3)c3ccccc32)c1C(=O)OCc1ccccc1 | ? | -10% | -14%[10.9 µM] | 1.2% |
| O=C(CN(Cc1ccccc1)C(=O)c1ccc2c(c1)OCCO2)NCc1ccc2c(c1)OCO2 | -1% | 5% | -14% | 0.0% |
| COc1ccc(NC(=O)c2ccc3oc(=O)c(S(=O)(=O)c4ccc(F)cc4)cc3c2)c(OC)c1 | ? | -9% | -4%[10.9 µM] | ? |
| COCCNC(=O)c1cnn(-c2cccc(C)c2)c1-n1cccc1 | -16% | 11% | -10%[10.9 µM] | -0.7% |
| O=C(Oc1ccccc1)N1CCC2(CC1)CN(c1ccccc1)C2 | -15% | 11% | / | 2.4%[11.4 µM] |
| CC(=O)Oc1c(C)cccc1C(=O)O | 6% | 2% | -14% | / |

The closing four records of the section before open the next one:
| SMILES | p53ts 39C kill | p53ts 32C tox | Imprint erasure | IkB sig inh |
| --- | --- | --- | --- | --- |
| COc1ccc(NC(=O)c2ccc3oc(=O)c(S(=O)(=O)c4ccc(F)cc4)cc3c2)c(OC)c1 | ? | -9% | -4%[10.9 µM] | ? |
| COCCNC(=O)c1cnn(-c2cccc(C)c2)c1-n1cccc1 | -16% | 11% | -10%[10.9 µM] | -0.7% |
| O=C(Oc1ccccc1)N1CCC2(CC1)CN(c1ccccc1)C2 | -15% | 11% | / | 2.4%[11.4 µM] |
| CC(=O)Oc1c(C)cccc1C(=O)O | 6% | 2% | -14% | / |
| Cc1ccc(S(=O)(=O)c2cnc(SCC(=O)Nc3ccc4c(c3)OCCO4)[nH]c2=O)cc1 | 15% | 0% | -7%[10.9 µM] | ? |
| Cc1ccccc1Cn1c(=O)n(Cc2ccc(Cl)cc2)c(=O)c2cccnc21 | -5% | 3% | -3%[10.9 µM] | -1.6% |
| CC1=C(C(=O)N(C)Cc2ccccc2)C2(CCC(C)CC2)OC1=O (stereo not drawn) | 2% | -2% | -14% | 1.5% |
| Cc1ccc(-n2ncc3c2ncn2c(C)nnc32)cc1C | -5% | -4% | -29% | -2.0% |
| Cc1ccc(N2C(=O)CCSC23C(=O)N(Cc2ccccc2)c2ccccc23)cc1 (stereo not drawn) | 19% | 3% | -9%[10.9 µM] | ? |
| O=S(=O)(c1ccccc1)c1nc(-c2cccc(Cl)c2)oc1N1CCOCC1 | 14% | 16% | 8%[10.9 µM] | ? |
| CC(=O)Nc1ccc(S(=O)(=O)N2CCN(C(=O)Cc3ccccc3)CC2)cc1 | 3% | -1% | -9% | -0.3% |
| N#CCCn1c(=O)c(-c2cc(F)cc(F)c2)nc2cnc(OCc3ccccc3)nc21 | ? | 2% | / | 1.9%[11.4 µM] |
| O=S(=O)(NCc1cccnc1)c1ccc(Cl)c(Cl)c1Cl | 8% | -4% | 4% | -1.2% |
| CCC(=O)NCCc1cc2ccc(C)cc2[nH]c1=O | 14% | 6% | -5% | -1.7% |
| Cc1ccc(S(=O)(=O)Cc2ccc(C(=O)NCc3ccc4c(c3)OCO4)o2)cc1 | 7% | 13% | -16% | 0.0% |
| CCOc1ccc(S(=O)(=O)Nc2cc3c(C(=O)OCc4ccccc4)c(C)oc3c3ccccc23)cc1 | ? | 6% | -26%[10.9 µM] | ? |
| CCN(CC(=O)Nc1ccccc1C(=O)OC)S(=O)(=O)c1ccccc1 | 8% | 5% | -14% | -2.4% |
| O=C(c1cnc(N2CCOCC2)c2ccccc12)N1CCN(c2ccccc2)CC1 | -16% | 0% | -7%[10.9 µM] | 0.1% |
| O=C(c1ccccc1CCc1ccccc1)N1CCN(c2ccccn2)CC1 | 10% | 10% | -24% | -3.2% |
| C#C[C@]1(OC(C)=O)CCC2C3CCC4=CC(=O)CCC4C3CC[C@]21C (stereo partly drawn) | 15% | -1% | -19% | / |
| C=C(C)COc1ccc(-c2[nH]ncc2Oc2ccccc2OCC)c(O)c1 | ? | ? | -31%[inhibitor] | ? |
| COCCCn1c(CCC(=O)O)ccc1-c1cccs1 | 7% | 10% | -14% | 1.1% |
| CCOc1cc(C(=O)NCc2ccncc2)cc(OCC)c1OCC | 17% | 5% | -21% | 3.0% |
| Cc1cc2ncn(S(=O)(=O)c3ccc(S(=O)(=O)N4CCOCC4)cc3)c2cc1C | 1% | -8% | -14% | -0.4% |
| O=C(Nc1ccc2c(c1)OCO2)OCc1ccccc1 | ? | ? | -52%[inhibitor] | 7.1% |
| O=C(Nc1ccc(Br)cc1F)c1cc(S(=O)(=O)NCc2ccc(F)cc2)ccc1F | ? | -4% | -22%[10.9 µM] | -1.2% |
| Cc1ccc(Nc2ccc(N3CCN(C(=O)c4ccc([N+](=O)[O-])cc4)CC3)nn2)cc1 | 23% | 4% | -11%[10.9 µM] | ? |
| COc1cc(/C=C(/C#N)c2nc(-c3cc4ccccc4oc3=O)cs2)ccc1O | -10% | -3% | -17%[10.9 µM] | ? |
| COC(=O)c1ccc2c(=O)n(CCCN3CCCC3=O)c(=S)[nH]c2c1 | 13% | 13% | -7% | 3.0% |

Overlap with the part before: 2 entries, then new ones.
| SMILES | p53ts 39C kill | p53ts 32C tox | Imprint erasure | IkB sig inh |
| --- | --- | --- | --- | --- |
| COc1cc(/C=C(/C#N)c2nc(-c3cc4ccccc4oc3=O)cs2)ccc1O | -10% | -3% | -17%[10.9 µM] | ? |
| COC(=O)c1ccc2c(=O)n(CCCN3CCCC3=O)c(=S)[nH]c2c1 | 13% | 13% | -7% | 3.0% |
| CCn1c(=N)c(C(=O)NCc2cccnc2)cc2c(=O)n3cc(C)ccc3nc21 | 5% | 0% | -7%[10.9 µM] | 1.1% |
| Cc1cc(NC(=O)Nc2nnc(N(C)C3CCCCC3)s2)ccc1Br | -9% | 18% | 4%[10.9 µM] | -0.2% |
| COCCNC(=O)CSc1nc(-c2ccc(OC)c(OC)c2)cc(C(F)(F)F)n1 | 1% | 7% | 2% | -3.9% |
| CCOC(=O)c1csc(NC(=O)c2cc(OC)c(OC)c(OC)c2)n1 | 12% | 4% | 3% | 3.8% |
| O=c1cc(O)nc(SCc2ccccc2)[nH]1 | -4% | 7% | 10% | 1.5% |
| Cc1cc2c(C)nc(N/N=C/c3ccc(F)cc3)nc2o1 | -18% | -15% | / | / |
| Cc1ccc(NC2c3ncccc3C(=O)N2C2CCCCC2)cc1C (stereo not drawn) | -15% | 14% | -13% | ? |
| CCOc1ccc(NC(=O)CCS(=O)(=O)c2ccc(Br)cc2)cc1 | 9% | -4% | 23%[10.9 µM] | 3.0% |
| COc1ccc(N2C(=O)CCC(C(C)=O)=C2C)cc1 | 13% | -8% | 6% | 1.0% |
| CC(=O)c1sc2c(c1C)c(=O)n(-c1ccc(Cl)cc1)c(=O)n2Cc1cc(=O)n2cc(Cl)ccc2n1 | -5% | 5% | 7%[10.9 µM] | -0.9% |
| COc1ccccc1N1CCN(c2ncnc3c2oc2ccccc23)CC1 | -5% | -2% | 18% | -3.1% |
| O=C(O)CC(NC(=O)OCc1ccccc1)c1ccccc1 (stereo not drawn) | 0% | 5% | -3% | 1.8% |
| Cc1cc2nc(-c3ccc(NC(=O)c4cc5ccccc5o4)cc3)oc2cc1C | 5% | -7% | -11%[10.9 µM] | 1.1% |
| O=C(Cc1ccccc1)N(c1ccc(F)cc1)C1C=CS(=O)(=O)C1 (stereo not drawn) | -3% | ? | -5% | 1.0% |
| Cc1nnc(Oc2ccccc2)c2ccccc12 | 5% | -3% | -11% | 2.6% |
| c1ccc(Cn2nnnc2C(c2ccncc2)N2CCOCC2)cc1 (stereo not drawn) | 4% | -3% | / | 0.9% |
| Cc1cccc(N2CCN(C(=O)Cn3nc(Cc4ccncc4)c4ccccc4c3=O)CC2)c1C | 11% | 11% | -18% | 6.7% |
| Cc1ccc(S(=O)(=O)N(CC(O)Cn2c3ccccc3c3ccccc32)c2cccc(C(=O)N(C)C)c2)cc1 (stereo not drawn) | -12% | 17% | -13%[10.9 µM] | ? |
